# BL2 CD40 inh: CD40 pathway inhibition in BL2 cells. BL2 NF-kB luciferase reporter, CD40L-induced, 4 h. inhibition, % at 10 µM. 0.94% of 83,000 active;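 active = mean inhibition of at least 50% with a set share of replicates also reaching that level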;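 note: 0% = neutral control wells and 100% = IKK inhibitor VII at 50 µM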
# Starred values were filed as active, the others as inactive; & = joins results of further samples; [ ] = dose if it differs, or a comment. The list is partial, so the mix of outcomes need not match the whole.
SMILES	BL2 CD40 inh
COc1cccc(C2=NOC(C(=O)NC(C)(C)C)C2)c1 (stereo unspecified)	-6
N#Cc1ccc(-c2ccc3c(c2)[C@@H]2[C@@H](CCN2C(=O)c2ccc4c(c2)OCO4)[C@@H](CO)N3)cc1	-14[25 µM]
Cc1ccc(S(=O)(=O)N/N=C(\c2ccccc2)C2CC2)cc1	15
Nc1ccc2c(c1)C(=NO)c1ccccc1-2	-3
CC1(C(=O)NS(=O)(=O)c2ccc(Cl)cc2)CCN1C(=O)c1ccccc1 (stereo unspecified)	9
Cc1noc(C)c1S(=O)(=O)Nc1ccc2c(c1)C(=O)N([C@H](C)CO)C[C@@H](C)[C@H](CN(C)Cc1ccc3c(c1)OCO3)O2	-6[25 µM]
c1ccc(CN=C2Nc3ccccc3CS2)nc1	-62
O=C(Nc1ccc(NC(=O)c2ccco2)cc1)c1cnccn1	-65
C[C@H](CO)N1C[C@H](C)[C@@H](CN(C)S(=O)(=O)c2cn(C)cn2)OCCCC[C@H](C)Oc2ccc(NC(=O)Nc3cccc4ccccc34)cc2C1=O	-24[25 µM]
COc1ccc(CN(C)C[C@H]2Oc3ccc(NC(=O)Cc4cn(C)c5ccccc45)cc3CC(=O)N([C@@H](C)CO)C[C@@H]2C)cc1	6
O=C(NC1CCS(=O)(=O)C1)c1ccc(S(=O)(=O)NCC2CCCO2)cc1 (stereo unspecified)	9
COc1ccc(CNC(=S)Nc2ccc(F)c(Cl)c2)cc1OC	-7
O=C(CN1C(=O)COc2ccccc21)NCc1ccccn1	-7
CNC(=O)c1cccc2cccc(Sc3ccccc3C(=O)O)c12	4
CCOC(=O)N1CCC(NC(=O)c2cccs2)CC1	19
C[C@H]1CN([C@@H](C)CO)C(=O)c2ccccc2-c2ccccc2CO[C@H]1CN(C)C	-8
CC1CCC2(CC1)NC(=O)N(CC(=O)Nc1sc3c(c1C(N)=O)CCC3)C2=O (stereo unspecified)	8
Cc1nc2ccccc2n1CC(=O)NCCN1CCOCC1	-17
CCOC(=O)CN1C2=NCCCN2c2ccccc21	6
O=C(COC(=O)c1ccc(F)c(S(=O)(=O)N2CCOCC2)c1)NC1CC1	7
CCOc1ccc(-c2cnc(N)n2C)cc1	-1
CSc1ccc(Cl)c(C(=O)NCC(C)C)c1	12
CC(C)(C)NC(=O)NC(=O)CN1CCCCC1	6
C[C@H](CO)N1C[C@H](C)[C@H](CN(C)Cc2cccc(C(=O)O)c2)Oc2ncc(C#C[C@@H](C)O)cc2C1=O	-12[25 µM]
COc1ccc(CNC(=O)Cc2csc(NC(=O)Nc3ccccc3OC)n2)cc1	-7
COc1ccc(-n2cnc3cc(NCc4cccs4)ccc32)cc1	-64
O=C(Nc1ccccc1)N1CCCN(c2ccc(C(F)(F)F)cc2[N+](=O)[O-])CC1	-7
Cn1nnc2cc(C(=O)Nc3cccnc3)ccc21	-1
CCCNC(=O)N1[C@H](CO)[C@H](c2ccccc2-c2ccc(C)cc2)[C@@H]1C#N	28[25 µM]
O=C(COc1cccnc1[N+](=O)[O-])N1CCc2ccccc21	-19
CCOC(=O)N1CCC(NC(=O)c2cccc3c2C(=O)N(CCOC)C3)CC1	5
CCc1ccc(C(=O)CCC(=O)Nc2cccc(S(=O)(=O)N3CCCCC3)c2)cc1	6
Cc1cc(C)nc(Sc2ccc3nnnn3n2)n1	-7
O=C1CCc2cccc(O)c2N1	21
CC(C)N(C[C@@H]1N[C@H](CO)[C@@H]1c1ccccc1)C(=O)c1ccccc1	10[25 µM]
CN(C)CCCN(C(=O)COc1ccccc1)c1nc2cc3c(cc2s1)OCCO3	-28
COc1ccc(S(=O)(=O)N2CCCC2C(=O)Nc2nc3c(s2)CCCC3)cc1 (stereo unspecified)	7
O=C(Nc1ccc(F)cc1)N1CCCCN2[C@H](CO)[C@H](c3ccc(C#CC4CC4)cc3)[C@H]2C1	-2[25 µM]
COC(=O)c1ccc(/C=C/C(=O)OCC(=O)NCc2cccs2)cc1	2
Cc1ccccc1-c1ccccc1[C@@H]1[C@@H](C#N)N(C(=O)c2ccc(F)cc2)[C@H]1CO	-7[25 µM]
C[C@@H]1CN([C@H](C)CO)C(=O)c2c(c3ccccc3n2C)-c2ccccc2CO[C@@H]1CN(C)Cc1ccc(-c2ccccc2)cc1	-14
C[C@H]1CN([C@@H](C)CO)C(=O)c2c(c3ccccc3n2C)-c2ccccc2CO[C@H]1CN(C)C(=O)c1cc(Cl)cc(Cl)c1	44[25 µM]
CN(C)C(=O)c1ccc(-c2ccc3c(c2)[C@H]2[C@H](CCN2S(=O)(=O)c2cn(C)cn2)[C@H](CO)N3)cc1	-5[25 µM]
CC(C)/C=C1\CCCCC1N(C)C(=O)NC(C)C (stereo unspecified)	8
CC(C)[C@H]1CN(C)CCN1Cc1cn(C)nc1-c1cccc(Cl)c1	6
COc1ccccc1NC(=O)CSc1nc(=O)n2cc(C)ccc2n1	-6
O=C(NCC[C@H]1CC[C@H](NS(=O)(=O)c2cccc(F)c2)[C@@H](CO)O1)C1CCCC1	6
O=C(NCc1ccccc1)C1CCC(CNS(=O)(=O)c2cccs2)CC1 (stereo unspecified)	2
COc1cc(NC(=O)C2CSC3(C)CCC(=O)N23)c(OC)cc1Cl (stereo unspecified)	5
Cc1ccc(OCC(=O)N2CCc3ccccc3C2)c([N+](=O)[O-])n1	1
C[C@H](NC(=O)C[C@H]1CC[C@H]2[C@@H](COC[C@H](O)CN2C(=O)Nc2cccc(Cl)c2)O1)c1ccccc1	-7[25 µM]
COc1ccc(CCC(=O)NCc2cnn(C)c2)cc1	10
CN(C)C(=O)[C@H]1[C@H](CO)[C@H]2Cn3c(ccc(-c4ccc(F)cc4)c3=O)[C@@H]1N2CCc1ccccc1	-1[25 µM]
COc1ccc([C@@H]2C/C=C\C[C@@H](c3cccc(Cl)c3)NC(=O)[C@@H](c3ccccc3)CC(=O)N2)c(OC)c1	6[25 µM]
Cc1cc(=O)c(C(=O)Nc2ccc(N3CCOCC3)cc2N2CCOCC2)nn1-c1ccccc1Cl	2
O=C(c1cc2ccccc2o1)N1CCN(S(=O)(=O)c2ccc(Cl)s2)CC1	4
C/C=C/c1ccc([C@H]2[C@@H](CN(C)C(=O)CC)N(C(=O)NCCC)[C@H]2CO)cc1	3[25 µM]
COc1ccc(CNC(=O)C[C@@H]2C=C[C@H](NC(=O)c3cccc(F)c3)[C@@H](CO)O2)cc1	-4[25 µM]
Cc1nnc(NC(=O)C2=COCCO2)s1	-20
O=C(Nc1ccccc1N1CCOCC1)c1ccc(N2CCCC2=O)cc1	2

# Random excerpt: 2 entries already listed, in no set order.
SMILES	BL2 CD40 inh
CC(C)/C=C1\CCCCC1N(C)C(=O)NC(C)C (stereo unspecified)	8
C[C@H]1CN([C@@H](C)CO)C(=O)c2c(c3ccccc3n2C)-c2ccccc2CO[C@H]1CN(C)C(=O)c1cc(Cl)cc(Cl)c1	44[25 µM]

# The main list resumes, repeating the 5 entries before the break.
SMILES	BL2 CD40 inh
O=C(c1cc2ccccc2o1)N1CCN(S(=O)(=O)c2ccc(Cl)s2)CC1	4
C/C=C/c1ccc([C@H]2[C@@H](CN(C)C(=O)CC)N(C(=O)NCCC)[C@H]2CO)cc1	3[25 µM]
COc1ccc(CNC(=O)C[C@@H]2C=C[C@H](NC(=O)c3cccc(F)c3)[C@@H](CO)O2)cc1	-4[25 µM]
Cc1nnc(NC(=O)C2=COCCO2)s1	-20
O=C(Nc1ccccc1N1CCOCC1)c1ccc(N2CCCC2=O)cc1	2
O=C(c1cccs1)N1CCC(c2ccccc2)C1 (stereo unspecified)	-118
Cc1cc(C)n(CCC(=O)Nc2ccc3c(c2)OCCO3)n1	2
CCN(C(=O)COC(=O)/C(C#N)=C/c1ccc(N(C)C)cc1)C1CCS(=O)(=O)C1 (stereo unspecified)	-41
CN1c2ccc(-c3ccccc3)cc2[C@@H]2[C@@H](CCN2C(=O)NC2CCCCC2)[C@H]1CO	10[25 µM]
CC(=O)N1CC(C)Sc2ccc(S(=O)(=O)NC3CCCCC3)cc21 (stereo unspecified)	20
CCC(CC)C(=O)OCC(=O)Nc1cc(OC)c([N+](=O)[O-])cc1C	1
CN1[C@@H]2CN(C(=O)Nc3cc(F)ccc3F)c3ccccc3[C@@H]2[C@@H]1CO	-20[25 µM]
COc1ccc(F)cc1S(=O)(=O)N1CCC2(CC1)OCCN2S(=O)(=O)c1ccccc1	14
Cc1cccc(NC(c2ccc(C)s2)c2ccc3ccc(C)nc3c2O)n1 (stereo unspecified)	3
COc1ccccc1CNC(=O)CCCc1nnc2n(C)c(=O)c3sccc3n12	23
Cc1nc2c(cc(Oc3ccc(S(=O)(=O)N4CCOCC4)cn3)c3ccsc32)s1	-86
c1csc(CN2CCN(Cc3cccs3)C2c2cccs2)c1	3
O=C(O)c1cc2cc(S(=O)(=O)O)ccc2cc1O	5
CSc1ccc(/C=N/NC(=O)CNc2ccc3ccccc3c2)cc1	-2
Cc1ccc(NC(=O)CN(C)C(=O)C2CCC2)cc1	12
CCOC(=O)C1(Cc2ccc(OC)cc2)CCN(C(=O)CN2CCN(CC)CC2)CC1	0
O=C(CCC(=O)c1cccs1)OCc1nc2ccccc2s1	-6
O=C(c1cccs1)N1CCN(C(=O)c2cn(-c3ccccc3)nc2-c2ccccc2)CC1	-71
c1ccc2c(c1)ncn2-c1ncnc2sc3c(c12)CCCC3	5
NCc1c(O)ccc2ccccc12	-3
Cc1ccc(C)c(Nc2nc3nonc3nc2N2CCOCC2)c1	2
COc1ccccc1OCCCC(=O)NC(C)c1ccccc1 (stereo unspecified)	-9
CC(=O)Nc1ccc2sc(C)nc2c1	-4
Cc1noc(C)c1S(=O)(=O)N(C)C[C@@H]1Oc2c(NC(=O)c3ccc(-c4nccs4)cc3)cccc2C(=O)N([C@@H](C)CO)C[C@@H]1C	0[25 µM]
C[C@@H]1CN([C@H](C)CO)C(=O)c2cc(NC(=O)Nc3cccc4ccccc34)ccc2O[C@@H](C)CCCCO[C@H]1CN(C)Cc1ccc(C(F)(F)F)cc1	49*[25 µM]
CS(=O)(=O)N1CCc2cc(C(=O)N3CCOCC3)ccc21	0
Cc1noc(C)c1C(=O)OCC(=O)NC(=O)NC12CC3CC(CC(C3)C1)C2	6
Cc1nn(-c2ccccc2)nc1-c1nnc(-c2ccc(C(F)(F)F)cc2)o1	7
CC(C)(C)CNC(=O)C1(C)CCN1C(=O)Cc1ccc(C(C)(C)C)cc1 (stereo unspecified)	11
Cc1cnc(C(=O)NC(Cc2ccccc2)c2ccccc2)cn1 (stereo unspecified)	5

# Single values from the results shown:
# CSc1ccc(/C=N/NC(=O)CNc2ccc3ccccc3c2)cc1 – BL2 CD40 inh = -2
# CCC(CC)C(=O)OCC(=O)Nc1cc(OC)c([N+](=O)[O-])cc1C – BL2 CD40 inh = 1
# O=C(c1cccs1)N1CCN(C(=O)c2cn(-c3ccccc3)nc2-c2ccccc2)CC1 – BL2 CD40 inh = -71

# Additional records follow:
SMILES	BL2 CD40 inh
CN1C(=O)c2cc(NC(=O)C3CCCCC3)ccc2OC[C@@H]2O[C@H](CC(=O)NC3CCCC3)CC[C@H]21	-58
O=S(=O)(Nc1cccc(Oc2ccc(Cl)cc2)n1)c1ccc(F)cc1	12
C[C@@H]1CN([C@H](C)CO)C(=O)c2ccccc2-c2ccccc2CO[C@H]1CN(C)S(=O)(=O)c1ccc(C#N)cc1	6
CC(C)NC(=O)N1C[C@@H]2C(c3ccccc3)[C@H](C1)N2CC(F)(F)F (stereo partly specified)	6&10

# Structures from the list above containing a furan ring, fused or not (two):
SMILES	BL2 CD40 inh
O=C(Nc1ccc(NC(=O)c2ccco2)cc1)c1cnccn1	-65
O=C(c1cc2ccccc2o1)N1CCN(S(=O)(=O)c2ccc(Cl)s2)CC1	4
